# TRPM1 prom inh = reduces MITF-dependent TRPM1 promoter luciferase signal; inhibition, % at 12.5 µM; AID 488899; SK-MEL-5 TRPM1 promoter luciferase, 24 h; 330,000 tested, 0.83% active;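 active means mean inhibition across replicates of 60% or more, whatever share of single replicates reaches that level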; further: values of inactives mirror those of a sister screen read the other way
# CF NFkB inh = blocks PAF-induced NF-kB reporter in cystic fibrosis cells | KKLEB NF-kB-GFP reporter, GFP fluorescence overnight | inhibition, % at 5 µM | 360,000 tested, 0.86% active | AID 588850;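 active means at least 50% inhibition at 5 µM, scaled per plate between neutral and stimulator controls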;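 further: PAF is a Pseudomonas aeruginosa culture filtrate used as stimulus; plate controls were PAF-stimulated DMSO wells for no effect and unstimulated DMSO wells for full effect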
# aDG glyco act = increases alpha dystroglycan glycosylation. AID 624168. Pro5-aDG cells, alpha-DG glycosylation AlphaScreen (IIH6); 0% Pro5, 100% B10-LARGE cell signal. 360,000 tested, 0.22% active. activation, % at 10 µM;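 active means activation of at least 8% versus controls, or a plate z-score of at least 8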;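 further: Pro5 are CHO cells carrying HIG-tagged alpha-DG that lacks glycosylation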
# TWEAK Fn14 block = inhibitors of TWEAK-Fn14 interaction signaling; TWEAK-stimulated Fn14 reporter cells, luciferase luminescence, 8 h; inhibition, % at 10 µM; 360,000 tested, 2% active; in the data active means inhibition above about 50%
# KKLEB cytotox = CF airway cell cytotoxicity counter-screen | activity change (cytotoxicity), % at 5 µM | 360,000 tested, 0.36% active | KKLEB CF airway cells viability, ATPlite luminescence, overnight; hits give low values; cells stimulated with P. aeruginosa culture filtrate;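 active means corrected activity change at or below -50% at 5 µM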
# NR2E3 ag-1 = human photoreceptor-specific nuclear receptor agonism. Q9Y5X4. CHO-S Gal4-NCOR/VP16-NR2E3 two-hybrid, luciferase. inhibition of corepressor binding, % at 3.98 µM. 360,000 tested, 0.35% active. AID 602229;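 active means inhibition above the mean of all tested compounds plus 3 SD, cut at about 70% in these data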;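 further: 0% = DMSO with NR2E3 transfected cells and 100% = cells lacking NR2E3 construct; higher means lower luciferase signal from less NR2E3 corepressor binding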
# Target sequence (Q9Y5X4 whole entry, looked up, the tested form may be a part): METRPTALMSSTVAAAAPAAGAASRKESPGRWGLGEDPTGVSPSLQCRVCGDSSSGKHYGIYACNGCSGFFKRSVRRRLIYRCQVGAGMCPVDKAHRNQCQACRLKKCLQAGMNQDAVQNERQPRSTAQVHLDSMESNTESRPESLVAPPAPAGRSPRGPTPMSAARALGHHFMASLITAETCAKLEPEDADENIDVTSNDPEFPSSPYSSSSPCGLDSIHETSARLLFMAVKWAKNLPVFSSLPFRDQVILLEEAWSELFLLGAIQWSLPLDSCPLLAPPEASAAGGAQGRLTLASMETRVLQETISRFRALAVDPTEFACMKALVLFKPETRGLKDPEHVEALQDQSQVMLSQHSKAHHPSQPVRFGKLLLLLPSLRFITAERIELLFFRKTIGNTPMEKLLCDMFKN
# NR2E3 ag-2 = agonists of human nuclear receptor NR2E3. Q9Y5X4. GST-NR2E3/biotin-RetCOR TR-FRET, 1536-well. inhibition of corepressor binding, % at 4.78 µM. 320,000 tested, 0.12% active. AID 2300;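 active means percent inhibition above the cutoff of mean plus 3 SD of all tested compounds, set per screening campaign, cut at about 20% in these data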;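 further: 0% = DMSO wells and 100% = biotin wells as full block of FRET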
#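 Material – GST-tagged NR2E3 plus biotinylated RetCOR corepressor · Quantity – NR2E3 fusion 1.35 nM · Times – 5 h incubation at 4 °C · Medium – pH 7.5 Tris-based buffer · Technique – TR-FRET, Eu(K)-anti-GST donor, streptavidin-D2 acceptor, ex 340, em 617/671 nm · Benchmarks – high control biotin, low control 0.6% DMSO · Format – 1536-well plates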
# Peg3 promoter = inhibitors of Peg3 promoter. HeLa PEG-Prom luciferase reporter, luminescence, overnight. inhibition, % at 20 µM. 360,000 tested, 1.7% active;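 active means inhibition of at least 50% at 20 µM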
# HIF-2a inh = HIF-2a inhibition; 786-0 RCC cells HIF-2a reporter, luciferase luminescence, overnight; inhibition, % at 18.8 µM; 360,000 tested, 0.72% active; AID 624352;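 active means inhibition of the luminescence signal of 40% or more relative to plate controls, in a single-dose primary screen at 18.75 µM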
# Shn3 inh set2 = Schnurri-3 reporter inhibition in Clone20 osteoblasts. Clone20 osteoblast Shn3 3'UTR firefly luciferase, 24 h. inhibition, % at 12.5 µM. 360,000 tested, 0.52% active;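 active means mean inhibition of at least 75% with every replicate also reaching 75%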;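 further: 0% = median of neutral control wells and 100% = pilot-screen positive control compound; some compounds past the cut are filed as inactive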
# hiPSC survival = hiPSC single-cell survival enhancement | ATPlite luminescence; 100% = ROCK inhibitor wells, 0% = DMSO | survival enhancement, % at 20 µM | 360,000 tested, 0.044% active | AID 602274; in the data active means survival enhancement above about 18%;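 further: cells exposed to compounds for 16 hours before the ATP read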
# * = called active by the depositor; x = not tested or not shown.
nr	SMILES	TRPM1 prom inh	CF NFkB inh	aDG glyco act	TWEAK Fn14 block	KKLEB cytotox	NR2E3 ag-1
1	Cc1csc2c(N3CCN(C(=S)Nc4ccc(F)cc4F)CC3)ncnc12	-3	11	0.1	7	-4	90*
2	COCCCNc1ncnc2sc3c(c12)CCC(C)C3 (centres undefined)	-16	16	-0.2	-4	-8	-15
3	COc1cccc(/C=N/NC(=O)c2csc(-n3nc(C)cc3C(F)(F)F)n2)c1	10	-3	-0.1	11	-15	-54
4	O=C1NC(=O)C2(COC(c3cccnc3)OC2)S1 (centres undefined)	1	12	-0.6	-12	-3	10
5	C[C@]1(C(=O)O)Cc2oncc2C[C@@H]1C(=O)O	2	-4	0.1	-18	5	11
6	Cc1ccc(NC(=O)NNC(=O)c2sccc2-n2cccc2)cc1	-19	3	0.2	-13	1	9
7	COC(=O)c1c(NC(=O)CN2CCN(C(=O)c3ccco3)CC2)c2c(C)cccc2n1C	10	4	0.1	3	-8	-11
8	CCOC(=O)C(=CN(CCc1ccccc1)CC(=O)OC)C(=O)OCC	7	0	0.1	3	-1	-6
9	CC(C)(C)OC(=O)C[C@H]1C/C=C\C[C@@H](CC(=O)N(CCO)Cc2ccccc2)C(=O)NC[C@H](c2ccccc2)OC1=O	1	0	-0.2	8	3	-13
10	Cc1cn([C@H]2C[C@H](O)[C@@H](/C=C/C(=O)NCc3ccc(N(C)C)cc3)O2)c(=O)[nH]c1=O	x	-18	-0.2	-19	10	-9

nr	NR2E3 ag-2	Peg3 promoter	HIF-2a inh	Shn3 inh set2	hiPSC survival
1	3	-5	0	51	-0.4
2	3	-12	-9	12	-2.5
3	1	25	-2	-8	-1.3
4	-1	5	23	12	-1.4
5	-2	1	15	-40	-0.2
6	0	-1	-3	14	0.4
7	4	0	2	-10	6.8
8	5	9	-16	3	-2.4
9	x	14	-2	-43	-0.9
10	x	6	19	6	0.2

# Next compounds:
nr	SMILES	TRPM1 prom inh	CF NFkB inh	aDG glyco act	TWEAK Fn14 block	KKLEB cytotox	NR2E3 ag-1
11	COC(=O)[C@@H](NC(=O)NC1CCCc2ccccc21)C(C)C (some centres undefined)	22	-3	-0.1	8	8	-16
12	Cc1cnc(CNc2nc3cc(-c4ccccc4C)sc3c(=O)n2C)cn1	x	32	-0.1	-19	-25	-30
13	CCn1cc(S(=O)(=O)CC(=O)N2CCc3ccccc32)c2ccccc21	x	-5	-0.2	14	6	-27
14	CCOC(=O)C1CCN(C(=O)COC(=O)c2ccc3c(c2)C(=O)N(c2ccc(OCC)cc2)C3=O)CC1	-2	-22	0.2	-8	-8	-11
15	Cc1c(C)n(CCc2ccccc2)c2ncnc(NCCCN(C)C)c12	-20	1	0.1	7	-6	4
16	CC(C)CCNC(=O)CN(CCCN1CCOCC1)C(=O)Cn1nnc(-c2ccc(F)cc2)n1	-3	-1	-0.1	7	8	0
17	CC(C)(C)c1ccc(NC(=O)Nc2ccc3ccccc3n2)cc1	10	-19	0.0	-2	11	8
18	COC(=O)N/N=C/c1ccccc1	-3	-16	-0.1	35	10	-13
19	Cc1ccc(CN2CCC(n3nccc3NC(=O)C3CCOC3)CC2)cc1 (centres undefined)	5	3	-0.4	2	-10	9
20	CCCCN(C(=O)CSCC(=O)Nc1ccc(OC)cc1)c1c(N)n(CC(C)C)c(=O)[nH]c1=O	4	15	0.1	-2	-7	-5

nr	NR2E3 ag-2	Peg3 promoter	HIF-2a inh	Shn3 inh set2	hiPSC survival
11	6	16	10	-24	0.8
12	x	1	-69	-38	3.3
13	2	9	12	13	-3.3
14	0	13	13	-8	-1.3
15	5	3	-13	-8	-0.3
16	-1	1	11	0	-0.4
17	3	14	5	-6	-0.6
18	-2	-24	-55	-13	0.4
19	2	16	3	11	-0.2
20	x	-7	7	-8	-0.6

# More structures:
nr	SMILES	TRPM1 prom inh	CF NFkB inh	aDG glyco act	TWEAK Fn14 block	KKLEB cytotox	NR2E3 ag-1
21	COC(=O)c1nnc(-c2ccccc2)c(-c2ccccc2)n1	10	14	-0.2	-6	-10	-5
22	Cc1ccc(S(=O)(=O)n2nc(OC(=O)c3ccccc3F)cc2N)cc1	17	-22	0.0	2	9	-32
23	Cc1ccc(Oc2ccc(S(=O)(=O)N3CCOCC3)cc2C(N)=O)cc1C	8	-3	0.8	4	-18	13
24	COc1ccc(CCNC(=O)c2c[nH]c3ccccc3c2=O)cc1OC	8	-15	-0.2	31	-6	-3
25	COc1ccc(OC)c(NS(=O)(=O)c2c(C)nc3sccn3c2=O)c1	-6	-24	0.1	-12	-3	-12
26	O=C(COc1ccc(F)cc1)OCCN1CCOCC1	3	-1	0.7	-2	14	-11
27	CC(=O)OCC(=O)[C@@]1(O)CC[C@H]2[C@@H]3CCC4=CC(=O)C=C[C@]4(C)[C@H]3C(=O)C[C@@]21C	x	19	-0.1	-11	18	-11
28	Cc1ccc(NC(=O)CCC(=O)N/N=C/c2cccnc2)cc1	4	-1	0.0	24	-22	-19
29	CCc1cccc(CC)c1NC(=O)COC(=O)CC1c2ccccc2CCN1S(=O)(=O)c1ccc(F)cc1 (centres undefined)	2	-12	-0.1	12	5	-20
30	CCc1cc(=O)oc2cc(C)cc(OCC(=O)NC(Cc3c[nH]c4ccc(O)cc34)C(=O)O)c12 (centres undefined)	x	6	0.1	-5	-9	-2

nr	NR2E3 ag-2	Peg3 promoter	HIF-2a inh	Shn3 inh set2	hiPSC survival
21	-2	-6	6	-7	-1.0
22	1	10	12	13	-0.4
23	2	0	16	4	-0.4
24	-2	27	14	-7	1.7
25	2	10	1	-50	-0.5
26	3	4	19	-29	3.5
27	2	-5	-147	0	0.3
28	2	7	7	-11	0.7
29	-1	17	8	5	0.5
30	-2	-3	-3	3	-0.1

# Continued:
nr	SMILES	TRPM1 prom inh	CF NFkB inh	aDG glyco act	TWEAK Fn14 block	KKLEB cytotox	NR2E3 ag-1
31	Cc1ccc(C2=N/C(=C/c3cccs3)C(=O)N2Nc2ccccc2)cc1	-1	-1	-0.3	21	1	-19
32	CCC(Sc1nc2n[nH]c(C)c2c(=N)n1-c1cc(Cl)ccc1C)C(=O)N1CCOCC1 (centres undefined)	-10	16	0.0	3	-23	3
33	CCCNC(=O)Cn1cnc([N+](=O)[O-])n1	4	-2	-0.2	-4	-14	-10
34	COc1cccc(N/N=C/c2cccc(Br)c2O)c1	-67	-5	-0.1	-29	1	-30
35	Cc1ccc(C)c(SCC(=O)Nc2ccc(S(=O)(=O)Nc3ncccn3)cc2)c1	-13	9	0.0	9	-5	10
36	Cc1ccc(-c2nc(-c3ccccn3)no2)cc1	90*	-6	-0.1	106*	-73*	33
37	Cc1c(Cl)cccc1NC(=S)NCC(O)c1ccccc1 (centres undefined)	-6	4	0.3	-8	-8	18
38	CCOC(=O)N1CCC(NC(=O)C2CCN(S(=O)(=O)N3CCC(C)CC3)CC2)CC1	-2	0	0.2	11	3	-14
39	COc1ccc(CNC(=O)C2CCN(C(=O)c3sccc3-n3cccc3)CC2)cc1	-11	-2	-0.2	-10	-3	-1
40	O=C(CN1C(=O)NC2(CCCCCC2)C1=O)NCc1ccc(F)cc1	-5	-10	-0.1	11	-7	-13

nr	NR2E3 ag-2	Peg3 promoter	HIF-2a inh	Shn3 inh set2	hiPSC survival
31	6	-4	-59	8	7.2
32	-2	24	27	3	1.9
33	2	-1	18	11	-0.6
34	-5	-266	-430	-81	0.0
35	5	15	21	-2	-0.4
36	3	96*	87*	92*	-3.9
37	6	6	14	8	0.2
38	-1	12	-1	13	-3.4
39	5	10	-5	-4	-0.3
40	x	14	8	7	0.6

# Additional results:
nr	SMILES	TRPM1 prom inh	CF NFkB inh	aDG glyco act	TWEAK Fn14 block	KKLEB cytotox	NR2E3 ag-1
41	O=C(COC(=O)c1cccc(Cl)c1)NCCN1C(=O)CSC1=O	9	-6	0.0	39	10	8
42	CC(C)(C)c1ccc(C(=O)Nc2ccccc2NC(=O)c2ccco2)cc1	-9	-2	-0.1	96*	-2	-5
43	Cc1ccc(OCC(=O)N2CCN(S(C)(=O)=O)CC2)cc1	-1	1	0.1	-3	9	-14
44	O=C(Cn1nnc2ccccc21)NC1CCCCC1	-14	-3	-0.2	-7	12	-29
45	COc1ccc(CNc2ccc3c(c2)ncn3C)cc1OC	-2	4	0.1	-4	4	-46
46	O=S(=O)(Nc1cccc(-n2cnnn2)c1)c1ccc(Cl)nc1	9	3	-0.2	1	3	5
47	Cc1ccc2nsnc2c1NC(=O)c1ccc([N+](=O)[O-])o1	47	73*	0.5	5	7	34
48	O=C(Nc1ccccc1)C1Cc2c(-c3ccc4c(c3)OCO4)ccnc2O1 (centres undefined)	x	-10	-0.2	-3	-15	-11
49	CCCc1cc(C(=O)Nc2cccc([N+](=O)[O-])c2)cs1	-42	23	0.0	-33	9	-15
50	O=C(N/N=C/c1ccncc1)C1CC1C(=O)N/N=C/c1ccncc1 (centres undefined)	4	-16	-0.1	6	11	-3
51	CC(C)C(NS(=O)(=O)c1ccc2c(c1)oc(=O)n2C)C(=O)N1CCN(c2ccccc2F)CC1 (centres undefined)	-13	-4	0.0	-12	1	-15
52	CCCCc1c(-c2cccc(Br)c2)ncn1CCc1ccccc1OC	x	x	0.3	23	x	-23

nr	NR2E3 ag-2	Peg3 promoter	HIF-2a inh	Shn3 inh set2	hiPSC survival
41	2	13	-3	-7	-1.3
42	-1	-22	-26	5	-0.5
43	-1	11	13	3	-0.4
44	-2	-25	-26	0	3.8
45	-1	6	-29	12	0.2
46	3	-4	8	-2	0.5
47	-3	22	38	11	-0.3
48	x	9	7	1	-1.3
49	2	-246	-353	-24	-0.4
50	-3	-5	19	13	-0.7
51	3	1	2	12	0.0
52	x	x	-61	x	0.2
